Screens deposited in PubChem by several laboratories.
KLK7 zymogen act = proKLK7 (human) activation, primary screen; P49862; purified proKLK7, EDANS-DABCYL substrate fluorescence; 100% is mature enzyme control, 0% vehicle; activation, % at 7 µM; 370,000 compounds, 0.9% hits; AID 652039;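 active = activation above the mean of all tested compounds plus 3 SD, computed per campaign excluding outliers beyond control limits, cut at about 13% in these data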
ASAP1 inh = ASAP1 ArfGAP inhibition. Q9ULH1. ASAP1-stimulated ARF1 GTP hydrolysis, GDP FP detection. inhibition, % at 16.5 µM. 360,000 compounds, 0.19% hits. AID 624377; in the data active = inhibition above about 25%;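 note: 0% = vehicle with enzyme and substrate and 100% = no enzyme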
DDE Tn6 FP inh = disrupts Tn6 cyclic peptide binding to fibrin D-Dimer-E complex; P02675; Fibrin DD(E) TRITC-Tn6 fluorescence polarization displacement; inhibition, % at 8.3 µM; 370,000 compounds, 0.21% hits; AID 720509;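 active = inhibition above a per-campaign cutoff: mean of compounds within control limits plus 3 SD, cut at about 15% in these data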;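 note: 0% = median of all compound wells on the plate and 100% = blocking peptide control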
UHRF1 MBD2 ctr = human UHRF1 methylated DNA binding inhibitors. UHRF1 binding to methylated oligo, TR-FRET. inhibition, % at 4.4 µM. 370,000 compounds, 0.75% hits. AID 687016; in the data active = inhibition above about 21%;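 note: UHRF1 SRA domain binding a hemimethylated CpG hairpin DNA probe; 0% = median of test compound wells and 100% = reference inhibitor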
Target sequence (Q96T88 whole entry, looked up, the tested form may be a part): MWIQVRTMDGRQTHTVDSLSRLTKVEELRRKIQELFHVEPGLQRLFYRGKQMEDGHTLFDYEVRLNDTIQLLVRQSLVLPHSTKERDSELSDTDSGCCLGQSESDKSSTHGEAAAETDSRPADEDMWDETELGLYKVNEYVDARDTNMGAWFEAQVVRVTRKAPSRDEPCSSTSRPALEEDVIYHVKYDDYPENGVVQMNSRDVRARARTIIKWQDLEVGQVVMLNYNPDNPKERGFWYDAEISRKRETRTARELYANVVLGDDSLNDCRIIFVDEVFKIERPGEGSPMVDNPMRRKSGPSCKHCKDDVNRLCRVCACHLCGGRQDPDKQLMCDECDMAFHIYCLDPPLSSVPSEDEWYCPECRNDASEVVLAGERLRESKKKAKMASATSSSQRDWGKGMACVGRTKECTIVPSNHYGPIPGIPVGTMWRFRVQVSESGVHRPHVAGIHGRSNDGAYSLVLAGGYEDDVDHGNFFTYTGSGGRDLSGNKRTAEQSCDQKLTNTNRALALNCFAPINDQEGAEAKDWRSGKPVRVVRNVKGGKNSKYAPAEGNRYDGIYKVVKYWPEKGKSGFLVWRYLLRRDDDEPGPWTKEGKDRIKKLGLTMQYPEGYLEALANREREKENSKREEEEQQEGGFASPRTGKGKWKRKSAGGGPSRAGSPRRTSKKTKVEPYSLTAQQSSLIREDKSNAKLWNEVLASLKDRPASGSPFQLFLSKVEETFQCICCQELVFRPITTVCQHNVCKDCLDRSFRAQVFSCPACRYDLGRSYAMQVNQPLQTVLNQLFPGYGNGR
Rev-erbA mod = Rev-erb alpha (human) modulation; Rev-erbα–FITC-DNA binding, fluorescence polarization, 90 min; activity, % at 10 µM; 370,000 compounds, 0.79% hits;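 active = activity above about 14%, limit read from the data; passing the limit was not always enough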;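 note: 0% = DMSO wells with 35 nM protein and 100% = DMSO wells with 750 nM protein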
PLC-beta3 inh = blocks human PLC-beta3 enzyme activity. 370,000 compounds, 0.18% hits. AID 720704. Q01970. Purified PLC-beta3, fluorogenic substrate, fluorescence. inhibition, % at 12.2 µM; in the data active = inhibition above about 11%;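 note: 0% = median of compound wells on plate and 100% = full blocker control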
PLC-gamma1 inh = inhibitors of human phospholipase C gamma1; purified PLC-gamma1, fluorogenic substrate, fluorescence; inhibition, % at 12.2 µM; 370,000 compounds, 0.84% hits; in the data active = inhibition above about 9.5%
Tn7 DDE FP = inhibitors of Tn7 peptide binding to human fibrin DD(E); P02675; FP displacement of FITC-Tn7 peptide from fibrin DD(E); 0% = median of compound wells per plate; inhibition, % at 8.3 µM; 370,000 compounds, 0.13% hits; AID 720508;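 active = inhibition above the mean of compounds falling within the control limits plus 3 SD of them, cut at about 14% in these data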;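 note: 0% = plate median of compound wells and 100% = 10 µM Aha-Tn7 peptide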
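Assay system: human fibrin DD(E) protein / Input: 2 µM fibrin DD(E) / Benchmarks: high control of 10 µM Aha-Tn7 peptide / Measured by: fluorescence polarization of the labelled Tn7 tracer / Medium: Tris buffer with calcium and detergent, pH 7.8 / Timing: 10 min compound pre-incubation, 3 h probe incubation at room temperature / Repeats: one replicate per compound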
ARFGAP1 inh = rat ARFGAP1 inhibition; 360,000 compounds, 0.26% hits; AID 651572; inhibition, % at 16.5 µM; Arfgap1-stimulated ARF1 GTP hydrolysis, GDP FP detection; Q62848;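 active = inhibition above a per-plate limit, mean inhibition of low control wells plus 3 SD, cut at about 25% in these data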;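 note: 0% = DMSO wells with enzyme and 100% = wells lacking Arfgap1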
Target sequence (Q62848 1-136 limits assumed): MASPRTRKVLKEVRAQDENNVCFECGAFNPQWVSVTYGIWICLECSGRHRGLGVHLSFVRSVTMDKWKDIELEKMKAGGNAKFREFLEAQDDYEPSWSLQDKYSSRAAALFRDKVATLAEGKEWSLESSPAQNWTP
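Material – truncated rat Arfgap1 GAP domain · Buffer or medium – HEPES-based buffer, pH 7.5 · Reagent – human ARF1(Δ1-17)-GTP substrate · Dosing – 16.5 µM single point, 1.26% DMSO · Schedule – GTP hydrolysis reaction 2 h at 25 °C · Technique – GDP detection by fluorescence polarization · Benchmarks – No-Arfgap1 wells (100%) versus DMSO full-reaction wells (0%) · Repeats – single replicate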
sPLA2-III inh = Inhibits HGIII-sPLA2 liposome hydrolysis, primary screen; Q9NZ20; inhibition, % at 12.2 µM; 370,000 compounds, 0.56% hits; QFRET BODIPY PC-A2 liposome hydrolysis, fluorescence;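 active = inhibition above mean plus 3 SD of compounds lying within the high and low control bounds, cut at about 19% in these data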;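 note: 0% = median of test compound wells and 100% = no enzyme DMSO wells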
Active calls of the source: *; . = not tested or not shown.

Second line of a record: KLK7 zymogen act, ASAP1 inh, DDE Tn6 FP inh, UHRF1 MBD2 ctr, Rev-erbA mod, PLC-beta3 inh, PLC-gamma1 inh, Tn7 DDE FP, ARFGAP1 inh, sPLA2-III inh
Cc1nn2c(N3CCN(C(=O)c4ccco4)CC3)cc(C(C)(C)C)nc2c1-c1ccccc1
→ -0.4, 16, 1, 6, 4, -6, -4, 5, -1, 9
CC(NCc1ccc(S(N)(=O)=O)cc1)C(=O)N1c2ccccc2CC1C (stereo not given)
→ 0.3, 8, 4, 12, -5, -11, 2, 8, -8, 0
COc1ccccc1NC(=O)C1CCCN1S(=O)(=O)c1ccc(Cl)cc1 (stereo not given)
→ 0.1, 18, 2, 0, 1, -4, 0, 7, 6, -4
OCC1OC(Oc2c[nH]c3ccccc23)C(O)C(O)C1O (stereo not given)
→ 1.1, 3, 5, -7, 10, -26, -15, 2, -4, 6
O=c1c2cc(Br)ccc2nc(-c2ccc(Cl)cc2)n1O
→ -1.0, -2, 1, -1, -5, -8, -4, -2, 1, -2
COC(=O)C1CN(Cc2ccc(Cl)cc2)CCS(=O)(=O)N1Cc1cn(Cc2ccc(OC)cc2)nn1 (stereo not given)
→ 0.1, ., -2, 12, 0, -2, 0, -3, ., -6
COc1ccc(N2CCCC2=O)cc1S(=O)(=O)N1CCOCC1
→ 0.3, 2, 1, 0, -2, 4, -2, 8, -2, 0
N[C@@H](Cc1ccc(F)cc1)C(=O)O
→ 0.1, 1, -4, 4, 0, -3, 4, 2, 9, 10
COc1cc(CCC(=O)OCC(=O)Nc2ccc(F)c(F)c2F)cc(OC)c1OC
→ 0.1, 6, 0, -2, -3, -5, 2, 0, 4, -1
COC(=O)c1c(NC(=O)C2CC=CCC2C(=O)O)sc(C(N)=O)c1C (stereo not given)
→ 0.1, 2, -6, 3, -2, -2, 0, -1, 25*, 1

Second line of a record: KLK7 zymogen act, ASAP1 inh, DDE Tn6 FP inh, UHRF1 MBD2 ctr, Rev-erbA mod, PLC-beta3 inh, PLC-gamma1 inh, Tn7 DDE FP, ARFGAP1 inh, sPLA2-III inh
O=C(NCC1CCCO1)C1CCCN(S(=O)(=O)c2ccc(Cl)cc2)C1 (stereo not given)
→ -0.2, 0, -2, -3, 1, 0, 1, 2, -4, 4
CCOc1cc(/C=N/N=C/c2ccc(O)c(OCC)c2)ccc1O
→ -7.2, 9, -1, -1, 12, -7, 2, 2, -1, -5
COc1ccccc1NC(=O)Cc1nnc(SCC(=O)NC2CCCCC2)n1C
→ -0.5, 9, 2, 3, 0, 2, 5, -6, -10, 8
COc1ccc(CC(=O)Nc2cccc(C)n2)cc1OC
→ -0.3, 1, -6, -2, 5, -2, 4, -8, 5, 5
Cc1ccc(-c2nnn(CCC(=O)NC3CCCC3)n2)cc1
→ 0.1, 4, -8, 1, 2, 1, 0, -5, 7, -2
N/C(=N\OC(=O)c1ccc([N+](=O)[O-])cc1)c1ccccn1
→ -0.3, 8, 0, -1, 3, 2, 4, 1, 12, 4
CCCCNC(=O)C1(C)CCCCN1C(=O)c1c(C)noc1C (stereo not given)
→ 0.0, 2, 11, 0, -3, 1, 1, 4, -4, -2
O=C(OCN1C(=O)c2ccccc2C1=O)c1cccc(S(=O)(=O)N2CCOCC2)c1
→ 0.9, 5, -7, 0, -3, -6, 1, 2, -5, 5
O=C(Cn1cnc2cc([N+](=O)[O-])ccc2c1=O)Nc1ccccc1-c1ccccc1
→ -0.4, -2, 1, -2, 3, -13, -4, -1, 9, 0
CCOc1ccccc1OCCCOc1ccc(C)cc1Cl
→ 0.5, -8, 7, 0, -5, -1, 9, 8, -3, 3

Second line of a record: KLK7 zymogen act, ASAP1 inh, DDE Tn6 FP inh, UHRF1 MBD2 ctr, Rev-erbA mod, PLC-beta3 inh, PLC-gamma1 inh, Tn7 DDE FP, ARFGAP1 inh, sPLA2-III inh
C=CCN(c1ccc(C(=O)OC)cc1)S(=O)(=O)c1ccccc1
→ -0.2, 5, -3, 10, 2, 2, 3, 8, 0, 4
O=C(CN1CCCC1)Nc1ccc(Oc2ccc(NC(=O)CN3CCCC3)cc2)cc1
→ 0.2, -2, 5, 1, 1, 2, 9, -8, -4, -9
CC(C)NC(=O)COC(=O)c1cc(Br)ccc1Cl
→ 0.2, 1, -2, 3, 4, 3, 3, -4, 1, -1
Cc1ccccc1N(CC(=O)N1CCCCCC1)S(C)(=O)=O
→ 0.2, -11, -3, -1, 0, -4, 3, 0, -8, -2
Cc1nn(CCO)c(C)c1Oc1ccccc1O
→ -0.1, -5, -1, 0, 0, 1, 1, -5, 0, 1
CC(C)CN1CCC(CN2C(=S)NC[C@@H]2Cc2ccccc2)CC1
→ -0.3, 4, 0, 0, 6, 0, 0, -7, 7, 6
CCOC(=O)N1CCN(CCC(=O)Nc2ccccc2)CC1
→ -0.6, 6, 2, -1, 2, -5, -3, 9, -2, 7
N#Cc1cccc(NC(=O)Cc2ccsc2)c1
→ 0.0, 6, -2, -2, 6, 0, -1, 0, -5, 5
Cc1ccc(NC(=O)OC2CC3CC2[C@H]2CCCCN2[C@H]3C)cc1 (stereo not given in full)
→ 0.2, ., -1, -1, 6, 4, -4, 12, ., 7
OCc1nc2ccccc2n1Cc1c(F)cccc1Cl
→ 0.9, 1, 4, -1, -1, -7, -3, -2, -2, -3

Second line of a record: KLK7 zymogen act, ASAP1 inh, DDE Tn6 FP inh, UHRF1 MBD2 ctr, Rev-erbA mod, PLC-beta3 inh, PLC-gamma1 inh, Tn7 DDE FP, ARFGAP1 inh, sPLA2-III inh
O=c1c2ccccc2nc(SCc2cn3ccsc3n2)n1-c1ccccc1
→ 0.0, 5, 2, -1, -3, -1, 4, -2, 8, -5
Cc1ccccc1CN1C(=O)CSCC1(C)C(=O)Nc1c(C)cccc1C (stereo not given)
→ -0.4, 9, 3, 1, 0, 2, -3, -1, -4, -2
CCOC(=O)c1cc(-c2ccncc2)nc2c1c(C)nn2-c1ccccn1
→ 3.6, -1, 2, 3, 10, -386, -337, 1, -6, 2
CN1CCN(CC(=O)Nc2nc(-c3ccccc3)cs2)CC1
→ 0.3, 3, -2, 2, 1, 0, 1, -8, 22, 3
C#CCOCCOCCOCCNc1nc(N2CCN(C(=O)[C@H]([C@@H](C)CC)n3cc(CCCCN)nn3)CC2)nc(N2CCN(C(=O)[C@H](CCCCN)n3cc(CCC(=O)O)nn3)CC2)n1
→ 0.3, 17, -1, 8, -3, -1, 0, 5, 12, -4
Cc1ccc(S(=O)(=O)N(C)c2ccc3c(ncn3C)c2[N+](=O)[O-])cc1
→ 0.2, -5, -1, 9, 1, 2, 0, -1, 11, 10
CN(C)c1cccc(NC(=O)C2Cc3c(-c4ccc(Cl)cc4)ccnc3O2)c1 (stereo not given)
→ 1.2, 3, -2, -1, -1, -4, 2, -2, -14, 2
Cc1nc2c(-c3ccc(F)cc3)c(C)nn2c(C)c1CCC(=O)Nc1ccccc1
→ -2.0, 2, 6, 1, -2, -23, -10, 7, 2, 0
CCCCn1c(-c2cccc(F)c2)nc2c1c(=O)[nH]c(=O)n2CC(C)C
→ 0.1, 9, -4, 3, 0, -3, 2, 1, -9, 10
Brc1ccccc1-c1nnc(CSc2nnnn2-c2ccccc2)o1
→ 0.4, -4, 1, -1, -1, 0, 6, -3, 8, -39

Second line of a record: KLK7 zymogen act, ASAP1 inh, DDE Tn6 FP inh, UHRF1 MBD2 ctr, Rev-erbA mod, PLC-beta3 inh, PLC-gamma1 inh, Tn7 DDE FP, ARFGAP1 inh, sPLA2-III inh
Cc1ccc(C2CC(c3cccs3)n3nc(N)nc3N2)cc1 (stereo not given)
→ 0.2, 2, -2, -1, -1, -20, -15, 5, -8, 4
Cc1ccc(S(=O)(=O)NC(=O)C2(C)CCN2C(=O)c2ccccc2)nc1 (stereo not given)
→ -0.6, -8, 0, 16, 0, 5, 2, 6, 1, 17
O=C(Cn1nnc(-c2ccccc2Cl)n1)N1CCN(S(=O)(=O)c2ccc(Cl)cc2)CC1
→ 0.3, 10, -10, 1, 1, 6, 6, 1, 8, -5
COc1ccc(NC(=O)N2CCCCCC2)cc1OC
→ 0.3, 6, 3, -1, -2, -75, 2, -6, 0, 6
NC(=O)NCC1CC1
→ -0.4, -10, 0, 1, -1, 0, 4, -9, 3, 11
CCOC(=O)C1(C)Oc2ccccc2C(c2ccc(OC)cc2)=C1C(=O)OC (stereo not given)
→ -0.1, -6, 6, -2, 6, -8, 2, 7, -12, -1
Clc1ccc(-c2noc(CN3CCOCC3)n2)cc1
→ -0.2, -6, -1, 0, -5, -6, 1, -1, -7, -8
C/C(CC(=O)NC12CC3CC(CC(C3)C1)C2)=N\NC(=O)c1cnccn1
→ -0.4, 3, -5, -4, 2, -1, -2, -2, 13, -7
Cc1ccc(S(=O)(=O)NCCC(=O)Nc2cccc(Cl)c2)cc1
→ 0.9, 4, -7, 3, 2, 1, 2, 8, 0, -20
Cc1ccnc(N2CCCC(C(=O)NCc3cccs3)C2)n1 (stereo not given)
→ 0.5, 2, -5, 0, -3, -9, -9, 5, 5, 4

Already shown: an excerpt of the list.
Second line of a record: KLK7 zymogen act, ASAP1 inh, DDE Tn6 FP inh, UHRF1 MBD2 ctr, Rev-erbA mod, PLC-beta3 inh, PLC-gamma1 inh, Tn7 DDE FP, ARFGAP1 inh, sPLA2-III inh
C/C(CC(=O)NC12CC3CC(CC(C3)C1)C2)=N\NC(=O)c1cnccn1
→ -0.4, 3, -5, -4, 2, -1, -2, -2, 13, -7
Cc1ccc(S(=O)(=O)NCCC(=O)Nc2cccc(Cl)c2)cc1
→ 0.9, 4, -7, 3, 2, 1, 2, 8, 0, -20

(cont.)
Second line of a record: KLK7 zymogen act, ASAP1 inh, DDE Tn6 FP inh, UHRF1 MBD2 ctr, Rev-erbA mod, PLC-beta3 inh, PLC-gamma1 inh, Tn7 DDE FP, ARFGAP1 inh, sPLA2-III inh
COC(=O)C1=C(C)N(Cc2cccc(C(F)(F)F)c2)C(=NCc2ccc3c(c2)OCO3)NC1c1cccc(C(F)(F)F)c1 (stereo not given)
→ -0.2, 6, 0, -2, 0, -6, -3, 2, 12, -3
CC1CC(C)CN(S(=O)(=O)c2ccc(C(=O)N3CCN(c4ccccc4)CC3)cc2)C1 (stereo not given)
→ -0.4, -5, -6, 2, 1, -13, 0, 5, 5, 0
O=C(O)Cc1ccc(NC(=O)c2ccc(NC(=O)c3ccco3)cc2)cc1
→ 0.4, -7, 4, 3, -2, 2, 1, -4, -6, 4
CCc1ccc(/C(C)=N/NC(=O)c2c[nH]c3ccccc23)s1
→ 0.2, -6, -6, 1, 1, -11, -2, -3, 13, 3
COc1ccc(CNC(=O)c2cccc(S(=O)(=O)N3CCCCC3)c2)cc1OC
→ 0.3, 12, 1, 2, 0, -4, 1, -12, 4, 1
